Compound activity: PubChem, Sanford-Burnham Center for Chemical Genomics
SUMO1-SIM PPI – modulators of SUMO1 protein-protein interactions, primary screen, biochemical, uHTS; Small ubiquitin-related modifier 1 (Homo sapiens), P63165; SUMO1 binding to a labelled peptide, TR-FRET, 1 h; inhibition, % at 20 µM; 0.33% of 360,000 active; in the data active = inhibition above about 37%
Target sequence (P63165 whole entry, looked up): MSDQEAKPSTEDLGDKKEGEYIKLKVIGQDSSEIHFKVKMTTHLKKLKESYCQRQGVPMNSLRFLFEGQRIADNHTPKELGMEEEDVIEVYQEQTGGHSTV
SKN-1 inh – suppressors of acrylamide-induced Pgst-4::GFP reporter in worms, primary screen, SKN-1 inhibitor project, whole organism, uHTS, GFP/RFP fluorescence ratio, strain VP596. C. elegans VP596 Pgst-4::GFP/RFP ratio, 24 h. AID 624304, 2012. inhibition, % at 21.8 µM. 0.49% of 360,000 active;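 active = interference check ratio from 0.5 to 1.5 plus GFP to RFP signal ratio inhibition reaching or exceeding a fixed threshold, cut at about 30% in these data, passing the limit was not always enough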; also: some compounds called inactive have numbers as strong as hits
LMPTP inh – LMPTP phosphatase inhibitors, primary screen, biochemical, fluorescence intensity, uHTS | AID 651560, 2012 | Low molecular weight phosphotyrosine protein phosphatase (Homo sapiens), P24666 | inhibition, % at 20 µM | recombinant LMPTP-A, OMFP fluorogenic substrate | 0.22% of 360,000 active;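 active = compounds that cut the enzyme signal by at least half of the control window in the single-dose screen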;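 also: plate controls were DMSO wells with enzyme plus substrate for no effect and substrate without enzyme for full effect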
Target sequence (P24666 whole entry, looked up): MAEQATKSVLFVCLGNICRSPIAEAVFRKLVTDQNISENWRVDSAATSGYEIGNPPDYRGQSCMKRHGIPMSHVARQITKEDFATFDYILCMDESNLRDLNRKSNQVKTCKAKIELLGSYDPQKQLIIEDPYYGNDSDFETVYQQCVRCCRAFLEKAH
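material = LMPTP-A | quantity = 0.625 nM enzyme | reagent = OMFP substrate, 400 µM final | buffer or medium = Bis-Tris pH 6.0, DTT, detergent | detection = endpoint fluorescence intensity from OMFP dephosphorylation | dosing = single 20 µM dose | read-out basis = % inhibition relative to no-enzyme and uninhibited control wells | control set = no-enzyme and uninhibited controls | timing = 50 min at room temperature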
NadD block – inhibitors of S. aureus NadD, primary screen, biochemical, colorimetric, uHTS | 0.78% of 360,000 active | purified NadD enzyme, colorimetric absorbance read-out | inhibition, % at 20 µM | Nicotinate-nucleotide adenylyltransferase NadD (Staphylococcus aureus N315); in the data active = inhibition above about 26%; also: some compounds past the cut are filed as inactive
NRP1-CendR mod – modulators of CendR peptide binding to NRP-1, primary screen, biochemical, fluorescence polarization, uHTS. Neuropilin-1 (Homo sapiens), O14786. FAM-RPARPAR peptide binding to NRP-1. inhibition, % at 25 µM. 0.85% of 360,000 active;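 active = inhibition or corrected inhibition above about 18%, plus a signal ratio from 0.5 to 1.5, limit read from the data, passing the limit was not always enough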; also: strong numbers were not always called active
Scp1 inh – Scp-1 phosphatase inhibitors, primary screen, biochemical, colorimetric, uHTS. Carboxy-terminal domain RNA polymerase II polypeptide A small phosphatase 1 (Homo …. Recombinant Scp1, phosphopeptide, malachite green phosphate absorbance. inhibition, % at 20 µM. 0.88% of 340,000 active;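 active = inhibition above about 50% at 20 µM, limit read from the data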;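 also: plate controls were DMSO wells with enzyme for no effect and wells lacking enzyme for full effect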
Target sequence (Q9GZU7 76-261 limits assumed): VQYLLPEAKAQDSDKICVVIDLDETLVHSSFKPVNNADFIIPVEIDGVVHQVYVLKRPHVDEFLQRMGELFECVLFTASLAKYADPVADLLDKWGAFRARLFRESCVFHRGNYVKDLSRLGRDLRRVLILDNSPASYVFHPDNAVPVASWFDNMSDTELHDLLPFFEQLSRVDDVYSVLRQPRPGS
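Assay system: SCP-1 catalytic fragment, aa 76-261 | Buffer or medium: Tris acetate buffer pH 5.5 with MgCl2 and Tween-20 | Compound: One concentration, 20 µM, with 1.0% DMSO | Also added: Phospho 17-mer peptide substrate | Signal: Absorbance at 630 nm | Incubation: 45 min enzyme reaction at room temperature | Measure: % inhibition of SCP-1 phosphate liberation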
DNMT1 block – human DNMT1 methyltransferase inhibitors, primary screen, biochemical, molecular beacon, fluorescence, HinP1I cleavage, uHTS; 0.83% of 360,000 active; DNA (cytosine-5)-methyltransferase 1 (Homo sapiens), P26358; inhibition (reported as % activation of signal), % at 10 µM; in the data active = inhibition above about 50%
MT1-MMP act inh – blockers of MT1-MMP proenzyme processing, primary screen, HT1080 RFP-PRO-GFP cells, GFP/RFP fluorescence | Matrix metalloproteinase-14 (Homo sapiens), P50281 | GFP/RFP ratio fluorescence, overnight; percent of plate control window, DMSO zero | GFP/RFP ratio change, % at 20 µM | 0.061% of 360,000 active;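 active = GFP/RFP ratio change of at least 30% with cell ATP level not reduced by more than half and red fluorescence within 50% of control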; also: strong numbers were not always called active
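Test system: HT1080 RFP-PRO-GFP cells; Benchmarks: DMSO and RFP-L50D-GFP cell wells; Timing: cells overnight before dosing, compound overnight, 37 °C, 5% CO2; Compound: one 20 µM compound dose with 1% DMSO; Read-out: GFP/RFP fluorescence ratio.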
Rpn11 inh – Rpn11 (PSMD14) deubiquitinase inhibitors, primary screen, biochemical, fluorescence polarization, uHTS. 26S proteasome non-ATPase regulatory subunit 14 (Homo sapiens), O00487. human 26S proteasome, Ub4-pepOG fluorescence polarization; 20S core pre-blocked with epoxomicin. calls only at 20 µM. 0.59% of 360,000 active. AID 588493, 2011;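 active = inhibition at 20 µM, scaled to each plate's controls, above about 33%, limit read from the data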
STEP block – STEP phosphatase inhibitors, primary screen, biochemical, fluorescence intensity, uHTS. Tyrosine-protein phosphatase non-receptor type 5 (Homo sapiens), P54829. recombinant STEP, OMFP fluorogenic substrate. inhibition, % at 20 µM. 0.25% of 360,000 active. AID 588621, 2011;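 active = inhibition at 20 µM, scaled per plate between control wells, above about 37%, limit read from the data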;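 also: 0% = DMSO with enzyme and substrate and 100% = substrate only without enzyme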
Target sequence (P54829 whole entry, looked up): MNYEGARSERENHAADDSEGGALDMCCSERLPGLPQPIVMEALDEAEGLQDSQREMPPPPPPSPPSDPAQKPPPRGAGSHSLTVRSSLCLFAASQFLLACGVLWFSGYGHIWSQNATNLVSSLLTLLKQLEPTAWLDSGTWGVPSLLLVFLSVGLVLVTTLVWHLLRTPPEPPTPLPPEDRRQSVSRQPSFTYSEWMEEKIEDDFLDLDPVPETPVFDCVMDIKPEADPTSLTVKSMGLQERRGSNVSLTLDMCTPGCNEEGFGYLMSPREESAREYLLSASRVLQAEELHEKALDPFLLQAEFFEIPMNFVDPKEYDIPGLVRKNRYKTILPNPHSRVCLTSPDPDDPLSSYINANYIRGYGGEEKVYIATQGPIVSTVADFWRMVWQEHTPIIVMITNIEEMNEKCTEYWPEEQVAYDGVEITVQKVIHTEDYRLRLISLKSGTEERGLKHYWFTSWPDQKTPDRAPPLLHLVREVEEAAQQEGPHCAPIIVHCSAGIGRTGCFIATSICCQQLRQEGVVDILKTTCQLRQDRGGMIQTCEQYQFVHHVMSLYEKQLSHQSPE
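Material: STEP (striatal-enriched tyrosine phosphatase) enzyme, cell-free; Compound dosing: 20 µM single dose in 1% DMSO; Technique: fluorescence read at 480 nm ex / 540 nm em; Times: reaction 20 min, ambient temperature; Medium: 50 mM Bis-Tris pH 6.0 with 2.5 mM DTT and 0.005% Tween 20; Also added: OMFP at 25 µM.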
* marks the source's active call; other numbers are inactive results; i = inactive; nt = not tested or not shown. Not a hit list. About 3.9% of those tested had a hit in this group.

item	SMILES	SUMO1-SIM PPI	SKN-1 inh	LMPTP inh	NadD block	NRP1-CendR mod	Scp1 inh	DNMT1 block	MT1-MMP act inh	Rpn11 inh	STEP block
1	Brc1ccc(/C=N/Nc2ccccn2)cc1	0	9	0.9	-4	5	-1	0	3	i	1
2	O=c1c2cc3c(=O)n(-c4ccccc4O)c(=O)c3cc2c(=O)n1-c1ccccc1O	-2	7	0.8	8	-1	-2	-4	0	i	-2
3	CCC(=O)Oc1ccc2oc(=O)cc(C)c2c1	4	-3	-1.7	-1	4	-4	-1	-4	i	6
4	O=C(CN(C(=O)CCC(=O)Nc1ccccn1)C1CCCC1)NCc1ccccc1	-3	18	-1.0	-5	8	-3	1	2	i	-2
5	O=C(O)CN1C(=O)/C(=C/c2ccccc2Br)Oc2ccccc21	-10	-17	-0.6	-2	-6	2	1	-2	i	0
6	COC(=O)c1ccc(NC(=O)CN2C(=O)CNC2=O)cc1	1	2	0.0	-3	10	-7	-3	0	i	-4
7	COc1ccc2c(=O)c(-c3ccc4c(c3)OCO4)coc2c1	7	12	-0.1	-3	11	-5	11	-3	i	1
8	O=C(NCCCN1CCCC1=O)Nc1cc(Cl)ccc1Cl	2	7	-0.9	1	0	-6	0	1	i	-1
9	O=C(Cc1coc(-c2ccc(F)cc2)n1)NCc1ccccc1	0	-8	-1.4	4	11	-3	0	1	i	0
10	CCc1nn(CC(=O)NCCN2CCN(C)CC2)c(=O)c2cc3occc3n12	-3	2	2.2	-5	18	-6	3	4	i	2
11	Cc1cc(OCC(O)CN2C(C)CCCC2C)ccc1C(C)C (stereo not drawn)	0	5	-1.6	-8	0	-1	-1	-3	i	0
12	CC(=O)c1ccc(N(CC(=O)NCCc2ccccc2)C(=O)c2csnn2)cc1	2	-3	-1.0	4	-3	-4	1	4	i	2
13	O=S(=O)(NCc1cccs1)NCc1ccccc1F	3	-2	-1.3	4	-3	-7	1	-1	i	-3
14	CN(C(=O)c1cccc(NC(=O)Cc2ccc(NC(=O)C3CCN(C(=O)C4CCC4)CC3)cc2)c1)C1CCC1	4	24	-1.2	7	2	-8	5	-1	i	-1
15	Clc1ccc(SCc2nc3ccccc3[nH]2)cc1	1	19	-0.1	0	-5	-6	0	-2	i	-5
16	O=C(NCc1ccccc1Cl)c1cccc(NC2=NC3CS(=O)(=O)CC3S2)c1 (stereo not drawn)	-3	9	1.2	3	-1	-15	6	-3	i	2
17	O=C(CSc1ccc([N+](=O)[O-])cc1)OCC(=O)N1CCCC1=O	1	-6	15	-5	-13	8	8	-4	i	-7
18	CCC1CCCCN1C(=O)CCc1nnc(C2CCCCC2)o1 (stereo not drawn)	0	7	-1.3	0	4	0	1	2	i	-5
19	COc1ccccc1N1CCN(C(=O)c2oc3ccccc3c2C)CC1	1	0	-0.3	4	0	-3	-2	-4	i	-4
20	CN(C)C(=O)CN1CCN(C(=O)CCl)CC1	-1	-6	-3.8	7	-1	-10	-1	2	i	0
21	COc1ccc(-c2[nH]c3ccccc3c2SCCNC(=O)c2ccccc2)cc1	2	13	5.2	-7	-5	-16	-31	0	i	-4
22	CC(C(=O)OCC(=O)c1ccc(Br)cc1)N1C(=O)C2C3C=CC(C3)C2C1=O (stereo not drawn)	7	16	-0.7	-1	2	-8	-1	2	i	-1
23	O=C(CSc1nc2sccc2c(=O)[nH]1)N1CCN(c2ccccc2)CC1	3	19	5.2	14	8	109*	17	-3	i	0
24	Fc1cccc(Cl)c1CNn1cn[nH]c1=S	4	10	-9.2	4	2	-6	5	5	i	4
25	Cc1ccc(C)c(CN2C(=O)c3ccccc3S(=O)(=O)c3ccc(C(=O)N4CCN(C)CC4)cc32)c1	3	7	0.1	-5	3	0	-2	-4	i	-2
26	CC(C)CN1CCN(Cc2cc3ccccc3[nH]2)CC1CCO (stereo not drawn)	-9	16	0.2	-2	-35	-8	-15	-11	i	1
27	COc1cc(-c2nc(C(=O)NC3CCCCC3)cc3c2[nH]c2ccccc23)cc(OC)c1OC	-7	15	4.3	24	-5	12	-18	-11	i	1
28	CC(=O)C1=C(C)NC(C)=C(C(C)=O)C1c1ccccc1	0	6	-2.1	-5	-3	-9	3	6	i	-2
29	COc1cccc(C(=O)OCC(=O)c2ccc(Br)s2)c1OC	-19	-3	5.0	-12	-3	-10	-2	2	i	0
30	Cc1ccccc1Cn1c(=O)sc2ccccc2c1=O	3	18	2.7	-3	3	-8	1	-5	i	0
31	Cc1ccc(C2=NCCn3nc4cc([N+](=O)[O-])ccc4c32)cc1	-26	-13	-0.5	9	-16	1	-10	-8	i	4
32	CC(=O)Nc1ccc(-c2ccnc3c2CC(C)(C(=O)NC(C)C)O3)cc1 (stereo not drawn)	6	13	0.0	-3	2	nt	7	1	i	-2
33	Cc1cccc(C)c1C(O)c1ncc(-c2ccccc2F)[nH]1 (stereo not drawn)	-1	-8	-1.7	3	4	nt	3	-1	i	-1
34	CCCCn1c(N)c(N(CC(C)C)C(=O)Cc2ccc3c(c2)OCCO3)c(=O)[nH]c1=O	0	31	-0.2	1	1	5	4	1	i	1
35	S=C(NCc1ccccc1)N/N=C/c1cccs1	-9	1	-0.4	-6	10	-5	1	5	i	1
36	CCCCN(c1ccc(C(=O)OC)cc1)S(=O)(=O)c1ccccc1	2	17	3.1	-1	4	-6	0	-1	i	0
37	CN1OC[C@@H]2CN[C@H](c3cccc(-c4ccccc4)c3)C[C@@H]21	-2	-3	-2.0	-1	-3	4	2	3	i	-2
38	COc1cccc(OC)c1C(=O)Nc1nc(COc2ccccc2)cs1	-10	12	4.1	0	-1	-4	-16	-2	i	2
39	COC(=O)c1c(C)[nH]c(C(=O)COC(=O)Cn2cc(C(F)(F)F)ccc2=O)c1C	1	7	0.7	0	4	1	3	11	i	0
40	CS(=O)(=O)c1ccccc1C(=O)Nc1ccccc1Cc1ccccc1	1	8	-1.0	-4	2	17	3	0	i	-2

Compound profiles, from the list above. Order of values: SUMO1-SIM PPI	SKN-1 inh	LMPTP inh	NadD block	NRP1-CendR mod	Scp1 inh	DNMT1 block	MT1-MMP act inh	Rpn11 inh	STEP block
Profile of COc1cccc(C(=O)OCC(=O)c2ccc(Br)s2)c1OC : -19	-3	5.0	-12	-3	-10	-2	2	i	0
Profile of CS(=O)(=O)c1ccccc1C(=O)Nc1ccccc1Cc1ccccc1 : 1	8	-1.0	-4	2	17	3	0	i	-2

Carrying on.
item	SMILES	SUMO1-SIM PPI	SKN-1 inh	LMPTP inh	NadD block	NRP1-CendR mod	Scp1 inh	DNMT1 block	MT1-MMP act inh	Rpn11 inh	STEP block
41	COc1ccc(-c2nnn(CC(=O)N(CCN3CCOCC3)C(C(=O)NC3CCCCC3)c3ccco3)n2)cc1 (stereo not drawn)	1	1	1.4	-2	-1	3	2	-2	i	1
42	O=C(CSc1nc(Cc2ccccc2)nc2ccccc12)Nc1nc2c(s1)CCCC2	-5	8	5.5	21	6	1	-11	0	i	3
43	COc1ccc(C(=O)NNC(=O)CSc2nnc3ccccn23)cc1OC	-2	-3	-1.4	3	17	-12	1	-2	i	-3
44	Nc1nonc1N/N=C\c1ccccc1	10	13	0.1	-4	8	-7	-2	1	i	2
45	CC(C)(C)OC(=O)NCCCC(CCCNC(=O)OC(C)(C)C)C(=O)O	1	20	-3.3	3	5	-5	3	2	i	-3
46	CC(C)CC(NC(=O)C1CCCCC1)C(=O)NCc1ccccn1 (stereo not drawn)	3	-15	-1.8	-2	7	-5	3	4	i	-4
47	COc1ccc(C(=O)Nc2cccc(/C(C)=N/NC(=O)c3ccc([N+](=O)[O-])cc3)c2)cc1OC	-19	-10	1.9	10	-13	-2	-3	9	i	-1
48	N#Cc1c(NC(=O)C2CC=CCC2C(=O)O)sc2c1CCCCCC2 (stereo not drawn)	3	-3	-0.5	1	-1	34	16	1	i	2
49	CCOC(=O)[C@]12CCCC=C1N(Cc1ccccc1)C(=O)[C@H](CC(=O)N1CCN(C(=O)C3CC3)CC1)C2	1	3	0.0	nt	-5	nt	nt	3	nt	nt
50	CCc1nc2ccccc2nc1N1CCN(S(=O)(=O)c2c(C)cc(Cl)cc2C)CC1	-2	5	3.8	6	15	1	0	1	i	1
51	O=C(C[C@@H]1C/C=C\C[C@H](Cc2ccc(F)cc2)C(=O)OC[C@@H](Cc2c[nH]c3ccccc23)NC1=O)NCCO	6	21	32	-12	1	25	0	-3	i	22
52	Cn1cc(/C=C(\NC(=O)c2ccccc2Cl)C(=O)NCCN2CCOCC2)c2ccccc21	-9	5	-1.1	-4	-3	-2	0	-2	i	1
53	Cn1nc(C(=O)NCc2ccc(F)cc2)c2ccccc2c1=O	0	-7	-0.7	11	1	-11	2	6	i	2
54	O=C(C1CCCN1S(=O)(=O)c1cccc2nsnc12)N1CCN(c2ccc(F)cc2)CC1 (stereo not drawn)	-31	-6	-1.0	-1	4	1	3	-6	i	-1
55	CC(COc1ccc(/C=C/c2ccccc2)cc1)[N+](C)(C)C (stereo not drawn)	-29	25	-1.0	4	-12	16	2	-2	i	-5
56	COc1ccc(CC(=O)N2N=C(C)CC2(O)C(F)(F)F)cc1OC (stereo not drawn)	1	18	-2.1	-3	-14	-3	1	-2	i	-3
57	CCCn1nnc(NC(=O)COc2ccc(CC)cc2)n1	-2	0	0.7	-5	4	1	2	2	i	4
58	CCC(=O)Nc1ccc(S(=O)(=O)N2CCC(c3nc4ccccc4[nH]3)CC2)cc1	4	5	0.3	2	-5	-2	0	0	i	-3
